ER stress rescue: rescue of cells from ER stress-induced death, primary screen, 384-well, CSM14.1, thapsigargin, ATP luminescence (AID 1222) | CSM14.1 thapsigargin-induced death rescue, ATP luminescence; higher % means a stronger effect | one-dose cellular ATP content (survival), % at 20 µM; EC50 in µM for titrated hits | 190,000 tested, under 10 active;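 active = EC50 below 50 µM in the dose-response confirmation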;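 also: death triggered by thapsigargin at about 15 µM added after 2 h compound pretreatment; cell ATP read after overnight thapsigargin exposure of roughly 18 to 22 hours; normalized against plate controls of thapsigargin alone and 5% DMSO vehicle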
GPR35 arrestin U2OS: inhibition of zaprinast-stimulated GPR35 beta-arrestin translocation – imaging, U2OS, beta-arrestin-GFP, zaprinast agonist, primary screen (AID 2058); U2OS GPR35 beta-arrestin-GFP translocation imaging, zaprinast antagonism; higher % means a stronger effect; inhibition, % at 10 µM; hits with a dose series show IC50 in µM; 290,000 tested, 0.052% active;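 active = inhibition of at least 50% with at least 30 cells and total cytoplasm GFP at most 10,000,000; inconclusive = under 30 cells or total GFP of 10,000,000 plus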
West Nile antiviral: inhibition of WNV-induced cytopathic effect – cell-based, CPE readout (AID 1621); CPE inhibition, % at 10 µM, or IC50 in µM where a hit was titrated; West Nile virus-infected cells, CPE inhibition; higher % means a stronger effect; 290,000 tested, 0.02% active; in the data active = a potency from the dose series; inconclusive = CPE inhibition mostly from about 3.7% at the one dose, without a potency; inactive = the rest, 99 in 100 with CPE inhibition below about 2.2%; also: strong numbers were not always called active
Dengue-2 NS5 capping: Dengue-2 NS5 methyltransferase inhibitors, primary screen, biochemical, confirmation dose response (AID 588689). inhibition, % at 25 µM, or IC50 in µM where a hit was titrated. Dengue-2 NS5 methyltransferase capping enzyme assay, biochemical; higher % means a stronger effect. 340,000 tested, 0.3% active; in the data active = a potency from the dose series; inconclusive = inhibition above about 29% without an active follow-up result
RSV CPE inhibition: RSV antiviral activity via CPE protection, HEp-2 cells, primary 10 µM value included (AID 2391) | one-dose CPE inhibition, % at 10 µM; IC50 in µM for titrated hits | 310,000 tested, 0.13% active | HEp-2 cells, RSV-induced CPE inhibition; higher % means a stronger effect; in the data active = a potency from the dose series; inconclusive = CPE inhibition mostly from about 23% at the one dose, without a potency; inactive = the rest, 99 in 100 with CPE inhibition below about 21%; also: strong numbers were not always called active
LYP inhibition: inhibitors of LYP phosphatase, biochemical, fluorescence intensity, uHTS (AID 1779) | one-dose inhibition, % at 11.5 µM; IC50 in µM for titrated hits | recombinant LYP phosphatase, fluorescence intensity; higher % means a stronger effect | 290,000 tested, 0.054% active; in the data active = inhibition above about 50%;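 also: plate controls were vehicle with enzyme for no effect and no enzyme for full effect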
MgcRacGAP inhibition: MgcRacGAP GTPase-activating activity inhibitors, confirmation, biochemical, ADP Hunter fluorescence | inhibition, % at 30 µM; hits with a dose series show IC50 in µM | 340,000 tested, 0.6% active | AID 624330 | MgcRacGAP-stimulated Rac1 GTP hydrolysis, ADP Hunter fluorescence; higher % means a stronger effect; GST-tagged Rac1 F28L mutant substrate;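 active = first-screen hits whose inhibition reached a set limit at any dose in the follow-up dose series; inconclusive = inhibition above the set first-screen limit but never retested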;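 also: fluorescence reports GDP produced by GAP-driven GTP hydrolysis; strong numbers were not always called active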
Salmonella PhoP GFP: PhoP-dependent GFP reporter repression – Salmonella Typhimurium, primary screen (AID 1863) | S. Typhimurium PhoP-regulated promoter GFP reporter, 4 h; higher % means a stronger effect | one-dose inhibition, % at 50 µM; IC50 in µM for titrated hits | 300,000 tested, 0.16% active;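 active = inhibition over 29.93%, a cutoff 3 SD above the screen mean, later confirmed by dose response; inconclusive = inhibition over 29.93% but no dose response follow-up; inactive = inhibition at most 29.93% or unconfirmed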;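 also: 0% = low Mg2+ inducing control and 100% = high Mg2+ repressing control; strong numbers were not always called active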
SV40 large T antigen: TAg ATPase/helicase activity blockers – biochemical (AID 1903); SV40 large T antigen ATPase/helicase inhibition assay; higher % means a stronger effect; inhibition, % at 20 µM; hits with a dose series show IC50 in µM; 310,000 tested, 0.39% active; in the data active = a potency from the dose series; inconclusive = inhibition mostly from about 32% at the one dose, without a potency; inactive = the rest, 99 in 100 with inhibition below about 32%; also: strong numbers were not always called active
Dengue-2 NS5 capping pilot replicate: second read-out of Dengue-2 NS5 capping, no call of its own (marks repeat the call); inhibition, %; measured here: pilot screen replicate inhibition
Starred values were filed as active, the others as inactive; ? = inconclusive; . = no result given.

SMILES | ER stress rescue | GPR35 arrestin U2OS | West Nile antiviral | Dengue-2 NS5 capping | RSV CPE inhibition | LYP inhibition | MgcRacGAP inhibition | Salmonella PhoP GFP | SV40 large T antigen | others
CCOC(=O)Cc1csc(NC(=O)CSc2nc(N)c3c(C)c(C)sc3n2)n1 | 0.0% | 10% | -0.2% | -4% | 1.3% | -5% | -7% | -3% | 21%
Cc1ccccc1NC(=O)CC1SC(=NC2CCCCC2)NC1=O (stereo not drawn) | -3.1% | 2% | 0.6% | -5% | 2.0% | -1% | 7% | -7% | 1%
CCCCn1c(N)c(N(CCOC)C(=O)c2ccc(N(C)S(=O)(=O)c3ccc(C)cc3)cc2)c(=O)[nH]c1=O | . | . | . | -9% | 0.9% | . | 2% | -2% | 16%
CC(C)C(=O)NC(NC(=S)Nc1cccc2cccnc12)C(Cl)(Cl)Cl (stereo not drawn) | -0.5% | -8% | -0.4% | -5% | 0.7% | 3% | 10% | -2% | 3%
COc1nc2c(s1)C(=O)NCCC2 | -1.1% | -4% | -0.2% | -3% | 1.2% | -2% | 6% | 9% | 21%
C=CCn1c(O)c(N=NC(=O)CNC(=O)Cc2ccccc2)c2ccccc21 | . | 6% | -0.8% | -9% | 0.9% | -2% | 1% | 4% | 2%
O=[N+]([O-])c1ccc(NC(=S)N2CCN(c3ccccn3)CC2)cc1 | . | 9% | -0.3% | . | 0.1% | -10% | 13% | -7% | 10%
CCOc1cc(C2NC(=O)NC(C)=C2C(=O)NCc2ccccc2)c(Cl)cc1O (stereo not drawn) | -1.0% | 26% | 0.9% | -3% | 0.1% | -5% | 2% | 10% | -4%
Cc1cc(C)n(-c2ccc(C(=O)OCC(=O)c3c(N)n(C)c(=O)n(C)c3=O)cc2)n1 | 2.4% | 3% | 1.2% | 1% | 2.5% | -4% | 7% | 4% | 3%
O=C(COC(=O)C1CC1)NCc1ccccc1Cl | -2.9% | -19% | 0.4% | -13% | 1.1% | -7% | 5% | -5% | 8%
COC(=O)C(C)Sc1nnc(Cc2cc(=O)[nH]c(=O)[nH]2)n1-c1ccc(Cl)cc1 (stereo not drawn) | -0.9% | -1% | . | 28% | 2.5% | -7% | 1% | -11% | 4%
COc1ccc(CC(=O)N2CCN(c3cccc(Cl)c3)CC2)cc1OC | . | -1% | -1.6% | 1% | ? | -6% | 4% | 0% | 26%
COc1ccc(NC(=O)CN2CCC(C(N)=O)(N3CCCCC3)CC2)cc1 | -0.6% | 15% | -0.4% | 2% | 1.7% | -6% | 3% | -24% | -1%
COc1cccc(CN(C)C(=O)c2ccccc2Sc2ccccc2C#N)c1OC | . | -12% | -1.1% | -3% | 2.0% | -7% | 7% | -6% | 14%
CCCC(=O)Nc1nnc(-c2ccc(Cl)s2)o1 | 2.2% | 8% | 0.6% | -8% | -0.6% | -5% | 3% | 4% | 6%
CC(C)[C@H](NC(=O)c1cc2cc(Cl)ccc2n1C)C(=O)N1CCC(C(=O)O)CC1 | . | -6% | 0.1% | -5% | 0.7% | -5% | 13% | -8% | 18%
Cc1cccc(N(CC(=O)NCc2ccc(F)cc2)C(=O)c2ccco2)c1 | . | -8% | -0.7% | -3% | 1.0% | -7% | 4% | -7% | 4%
COc1cccc(C2C=C(Nc3ccccc3)C(=O)N2c2ccccc2)c1 (stereo not drawn) | -8.8% | -15% | -0.4% | . | 2.1% | -2% | 12% | -16% | 12%
O=C(NCCN1CCOCC1)c1ccc(CSc2nc3ccncc3n2Cc2ccc(F)cc2)cc1 | -1.0% | -2% | 0.0% | 17% | -0.6% | 2% | -6% | 3% | 16%
COc1cc2c(c(OC)c1OC)-c1c(cc3c(c1OC)OCO3)C1OC2[C@@H](C)[C@H]1C (stereo partly drawn) | . | 4% | 0.5% | -4% | -0.3% | -3% | 10% | 7% | 10%
COc1cc(NC(=S)NCc2ccc(S(N)(=O)=O)cc2)cc(OC)c1 | 3.0% | -4% | 0.9% | -4% | 2.2% | -2% | 9% | -10% | 3%
Clc1ccc2oc(SCc3cccnc3)nc2c1 | . | -8% | -0.8% | -3% | ? | -2% | 5% | 1% | 2%
CCN(CC(=O)N1CCCC1)S(=O)(=O)c1ccccc1 | . | 2% | -0.6% | -6% | 1.7% | -11% | -5% | 7% | 11%
COc1ccc(CNC(=O)COC(=O)CCS(=O)(=O)c2ccc(C)cc2)cc1OC | . | . | . | 0% | -1.2% | . | 3% | -5% | 18%
C/C(=N\NC(=O)c1ccc(Cl)cc1)c1ccc(N2CCOCC2)cc1 | -1.7% | -5% | -0.7% | -4% | 0.6% | -2% | 6% | -1% | 1%

Next part, overlapping the part above by two compounds.
SMILES | ER stress rescue | GPR35 arrestin U2OS | West Nile antiviral | Dengue-2 NS5 capping | RSV CPE inhibition | LYP inhibition | MgcRacGAP inhibition | Salmonella PhoP GFP | SV40 large T antigen | others
COc1ccc(CNC(=O)COC(=O)CCS(=O)(=O)c2ccc(C)cc2)cc1OC | . | . | . | 0% | -1.2% | . | 3% | -5% | 18%
C/C(=N\NC(=O)c1ccc(Cl)cc1)c1ccc(N2CCOCC2)cc1 | -1.7% | -5% | -0.7% | -4% | 0.6% | -2% | 6% | -1% | 1%
COc1ccc(C2=NS(=O)(=O)N(C)C(C(=O)NCc3ccccn3)=C2)cc1OC | . | -9% | -0.4% | -4% | -0.2% | -11% | -10% | . | .
COc1ccc(OC)c(/C=C/c2c([N+](=O)[O-])c(=O)n(C)c(=O)n2C)c1 | -1.4% | 0% | 1.9% | 31% | 1.0% | -4% | -1% | -5% | ?
COCCn1c(C)cc(C2=NNC(=Nc3ccc(F)cc3)SC2)c1C | -2.4% | 14% | -0.2% | 4% | 0.1% | 4% | -39% | -4% | 11%
Cc1ccc(OCC(=O)N/N=C\c2ccco2)c(C)c1 | -0.5% | -4% | 0.4% | -1% | 0.8% | 51%* | 6% | -2% | 8%
Clc1ccc(OCc2nnc(SCc3nc4ccccc4[nH]3)n2Cc2ccco2)cc1 | 0.8% | 6% | -0.4% | -13% | -1.4% | 0% | 8% | 19% | 12%
CNC(=O)c1c2c(nc3ccc(Br)cc13)CCCC2 | 0.1% | -3% | -0.9% | -5% | 2.7% | -6% | 7% | -11% | 1%
CCCCNC(=O)CCC(=O)Nc1ccc2nc(N3CCN(C)CC3)cc(C)c2c1 | 1.5% | 14% | 0.0% | 1% | -1.1% | 0% | 12% | -5% | 14%
O=C(Nc1cccc(F)c1)c1ccc2c(c1)OCCO2 | . | 12% | -0.7% | -4% | 10.0% | -6% | -2% | 11% | 5%
Cn1ccnc1SCC(=O)NC1CCCC1 | . | -4% | 0.0% | -5% | 1.7% | -8% | -3% | 13% | -1%
CCOc1ccc(-n2c(SCC(=O)Nc3nccs3)nc3c(c2=O)SCC3)cc1 | -0.3% | -5% | -0.3% | -3% | 3.3% | -3% | 7% | -7% | 7%
Cc1nonc1NC(=O)CSc1nc2ccccc2[nH]1 | 0.4% | 13% | -0.3% | -9% | 0.3% | -10% | -5% | -7% | 7%
C=CCn1c2ccccc2c2nnc(SCCN3CCCCC3)nc21 | . | 7% | -0.9% | -7% | -0.6% | -6% | 18% | -3% | 8%
Cc1ccc(C(=O)N/C(=C\c2ccc([N+](=O)[O-])cc2)C(=O)NCCc2ccccc2)cc1 | 5.0% | -9% | -0.2% | 2% | 2.5% | 2% | 7% | -2% | -1%
O=C(C1=C[C@@H](c2ccc(C(F)(F)F)cc2)C[C@@H](OCc2ccc(CO)cc2)O1)N1CCN(Cc2ccc3c(c2)OCO3)CC1 | 18% | 13% | -0.4% | -9% | 8.6% | 8% | 7% | 7% | -1%
O=C(Nc1ccccc1)Nc1nccs1 | -2.4% | -6% | 1.1% | -8% | 0.4% | -2% | 5% | 17% | -1% | Dengue-2 NS5 capping pilot replicate=0.6
COc1cccc(C(=O)O/N=C(\N)Cc2ccc(Cl)cc2)c1 | -1.6% | 9% | -0.9% | -2% | 11% | -6% | 6% | 1% | 5%
CC(C)CCNC(=O)C1CCN(S(=O)(=O)c2ccc3c(c2)CC(C)N3C(=O)C2CC2)CC1 (stereo not drawn) | . | -5% | -0.5% | -9% | 3.5% | -10% | -3% | -1% | .
CC(C)(C)OC(=O)N[C@@H](CC(=O)OCc1ccccc1)C(=O)O | -5.9% | -14% | 0.2% | -11% | -1.0% | -9% | -2% | -2% | 11%
COc1ccc(C2Oc3ccccc3C3=C2C(c2cccs2)n2ncnc2N3)cc1 (stereo not drawn) | -1.3% | -3% | 1.8% | -3% | -0.5% | 3% | 1% | 17% | -3%
COC(=O)c1cccnc1-n1c(=O)c2cccnc2n(Cc2ccc(Cl)cc2)c1=O | -1.6% | 9% | -0.5% | 7% | 0.4% | -2% | 5% | 3% | 5% | Dengue-2 NS5 capping pilot replicate=0.0
Cc1oc(-c2cccc3ccccc23)nc1CN1CCC[C@H]1CO | -1.5% | 10% | -1.1% | -6% | 0.3% | -2% | 8% | -6% | 4%
NCC(=O)Nc1ccc(Cl)cc1C(=O)c1ccc[nH]1 | . | 0% | 0.0% | -4% | . | -3% | 5% | 6% | .
COc1ccc(S(=O)(=O)N2CCCCC2)cc1NC(=O)CSc1ncnc2ccccc12 | 0.5% | -9% | ? | -4% | 16% | 1% | 7% | 12% | -4%
O=C(NNC(=O)c1ccccc1OCc1ccc(F)cc1)c1ccccc1O | . | -9% | 2.0% | 3% | 5.0% | -3% | 6% | 2% | -8%
C=CCn1c(=N)n(CC(=O)c2cccc([N+](=O)[O-])c2)c2ccccc21 | 0.3% | 14% | -0.6% | -1% | 2.6% | -6% | 9% | 13% | 3%

(listing goes on)
SMILES | ER stress rescue | GPR35 arrestin U2OS | West Nile antiviral | Dengue-2 NS5 capping | RSV CPE inhibition | LYP inhibition | MgcRacGAP inhibition | Salmonella PhoP GFP | SV40 large T antigen | others
O=C(c1ccoc1)N1CCC2(CC1)Oc1ccc(F)cc1C(=O)C21CC(c2ccc(Cl)cc2)=NO1 (stereo not drawn) | . | -4% | 0.1% | -5% | 5.0% | 8% | 1% | -5% | 12%
C=CCn1c(SCC(=O)N2CCc3ccccc3C2)nc2sc(CC)cc2c1=O | 0.5% | -12% | -1.1% | -6% | 1.9% | -1% | 7% | 0% | 7%
CCCCCN1CN(S(=O)(=O)c2cccs2)c2nc3ccccc3nc21 | . | 1% | -0.3% | -5% | 0.7% | 2% | 8% | 0% | 10%
COC(=O)c1sccc1NC(=O)c1ccc(C)o1 | -1.0% | 5% | -0.1% | -3% | 1.3% | -2% | 3% | -1% | 2%
Cc1ccc(NC(=O)c2oc3c(c2C)C(=O)CC(C)(C)C3)cc1 | -2.3% | 2% | -0.5% | 0% | -0.2% | -7% | 8% | 6% | 0%
Cc1cccc(N2C(=O)/C(=C\c3ccc(OC(F)F)cc3)c3ccccc3C2=O)c1 | -4.5% | -2% | -0.2% | -12% | 2.3% | -1% | 14% | -9% | 7%

Source: PubChem BioAssay (several laboratories)
